High-throughput results: PubChem, several laboratories
cytoskel mod: modifiers of F-actin cytoskeleton organization, primary screen, imaging, HUVEC, phalloidin staining, high-content imaging; HUVEC TNFa F-actin phalloidin imaging; inhibition, % at 2 µM; hit rate 0.18% among 91,000; AID 836, 2007;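 active means inhibition above the batch mean plus 3 SD and confirmed as a hit by visual image inspection, cut at about 30% in these data, passing the limit was not always enough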; further: strong numbers were not always called active
IL1B cytotox: cytotoxicity in IL-1B stimulated HUVEC, primary screen, cytotoxicity control for IL-1B NFkB translocation project, imaging, Hoechst nuclear count, IL-1B stimulus. HUVEC cell count loss. cell count reduction, % at 2 µM. hit rate 0.41% among 94,000. AID 845, 2007;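 active means cell count reduction more than 3 SD above the screen-wide mean, cut at about 70% in these data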;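 further: normalized per plate to untreated control cells as the no-loss baseline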
sEH act: soluble epoxide hydrolase activators, primary screen, biochemical, human sEH | activation, % at 2 µM | Bifunctional epoxide hydrolase 2 (Homo sapiens), P34913 | AID 717, 2007 | purified human sEH enzymatic activity, activator screen | hit rate 0.04% among 91,000; in the data active means activation above about 37%; further: values of inactives mirror those of a sister screen read the other way
VCAM1 TNFa inh: inhibitors of TNFa-induced VCAM1 expression, primary screen, imaging, HUVEC, TNFa stimulus, immunofluorescence; HUVEC TNFa-induced VCAM-1 immunofluorescence, high-content imaging; inhibition, % at 2 µM; hit rate 0.48% among 95,000;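 active means inhibition above the batch mean plus 3 SD, with images confirmed as a hit by eye, cut at about 37% in these data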;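 further: 0% = TNF-stimulated DMSO wells and 100% = unstimulated control wells; not every result past the cut was called active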
Smad3 FoxH1 inh: Smad3/FoxH1 peptide binding inhibitors, primary screen, biochemical, TR-FRET; TR-FRET Smad3/Dy647-FoxH1 peptide binding, europium anti-His; Mothers against decapentaplegic homolog 3 (Homo sapiens), P84022; AID 630, 2007; inhibition, % at 25 µM; hit rate 0.29% among 88,000;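 active means compounds that reduce the energy-transfer binding signal between the protein and its labelled peptide by more than half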;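 further: 0% = Smad3 plus labelled peptide maximal FRET and 100% = peptide-only background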
Target sequence (P84022 whole entry, looked up): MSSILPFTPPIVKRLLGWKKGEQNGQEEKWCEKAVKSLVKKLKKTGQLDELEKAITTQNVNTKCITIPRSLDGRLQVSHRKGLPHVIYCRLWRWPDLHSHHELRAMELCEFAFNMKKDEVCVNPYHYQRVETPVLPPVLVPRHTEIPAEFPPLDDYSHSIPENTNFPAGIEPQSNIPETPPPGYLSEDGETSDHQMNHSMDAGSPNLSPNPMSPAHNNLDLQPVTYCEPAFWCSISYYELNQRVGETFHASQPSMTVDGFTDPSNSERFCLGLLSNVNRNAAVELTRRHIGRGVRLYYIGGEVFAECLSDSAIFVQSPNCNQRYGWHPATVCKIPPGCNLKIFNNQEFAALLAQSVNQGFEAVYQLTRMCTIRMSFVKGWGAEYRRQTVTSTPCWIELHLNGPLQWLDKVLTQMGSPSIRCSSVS
ERb SRC1 inh: inhibitors of ERβ-SRC1 coactivator interaction, primary screen, biochemical, TR-FRET, ERβ LBD, SRC-1 peptide; TR-FRET ER-beta LBD / SRC1-Cy5 peptide binding; receptor agonist-loaded with 1 µM estradiol; inhibition, % at 25.6 µM; hit rate 1.3% among 86,000;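 active means compounds whose percent inhibition of the receptor-coactivator binding signal exceeds about 50% in the single-dose screen, limit read from the data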;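 further: 0% = receptor plus peptide wells without compound and 100% = peptide-only wells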
Target sequence (Q92731 whole entry, looked up, the tested form may be a part): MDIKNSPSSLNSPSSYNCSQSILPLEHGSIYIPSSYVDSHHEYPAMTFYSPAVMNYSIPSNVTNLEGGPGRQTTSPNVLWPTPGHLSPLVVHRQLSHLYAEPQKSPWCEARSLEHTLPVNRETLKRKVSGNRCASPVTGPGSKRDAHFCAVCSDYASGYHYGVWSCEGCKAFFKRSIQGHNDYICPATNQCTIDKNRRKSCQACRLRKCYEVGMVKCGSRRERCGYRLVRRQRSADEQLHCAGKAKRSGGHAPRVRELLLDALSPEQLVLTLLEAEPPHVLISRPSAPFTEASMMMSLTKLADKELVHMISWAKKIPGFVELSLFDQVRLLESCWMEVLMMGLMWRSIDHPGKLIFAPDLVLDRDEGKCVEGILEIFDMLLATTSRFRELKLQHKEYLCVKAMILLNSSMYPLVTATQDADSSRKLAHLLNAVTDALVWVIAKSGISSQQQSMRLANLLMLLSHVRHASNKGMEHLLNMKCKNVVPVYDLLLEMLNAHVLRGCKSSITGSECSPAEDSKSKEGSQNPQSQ
Candida biofilm: clotrimazole potentiators killing Candida biofilms, primary screen, with clotrimazole, Alamar Blue | inhibition, % at 6 µM | hit rate 0.14% among 85,000 | C. albicans biofilm + clotrimazole | AID 834, 2007;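 active means inhibition above 20%; inactive means inhibition below 20%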;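 further: preformed 24 hr biofilms exposed to compound for 48 hr; 0% = biofilm without compound and 100% = blank killed by clotrimazole plus chlorhexidine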
HUVEC tox TNFa: cytotoxicity in TNFa-stimulated HUVEC, primary screen, cytotoxicity control for VCAM1 expression modulator project, imaging, Hoechst nuclei count | HUVEC TNFalpha-stimulated, Hoechst cell count | cell count reduction, % at 2 µM | hit rate 0.17% among 93,000 | AID 848, 2007;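 active means cell count reduction exceeding the screen mean by over 5 SD, scaled to untreated wells per plate, cut at about 78% in these data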;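 further: cells counted after 24 h of TNF alpha exposure following the 1 h pretreatment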
sEH inhibitor: soluble epoxide hydrolase inhibitors, primary screen, biochemical, human sEH; Bifunctional epoxide hydrolase 2 (Homo sapiens), P34913; recombinant human sEH enzymatic activity assay; inhibition, % at 2 µM; hit rate 0.34% among 91,000; AID 707, 2007; in the data active means inhibition above about 80%; further: values of inactives mirror those of a sister screen read the other way; many of its hits are not listed in these tables
* marks the source's active call; other numbers are inactive results; · = no result given; [ ] = another dose, or the depositor's remark. Some of the compounds tested, so the mix of outcomes need not match the whole.

SMILES	cytoskel mod	IL1B cytotox	sEH act	VCAM1 TNFa inh	Smad3 FoxH1 inh	ERb SRC1 inh	Candida biofilm	HUVEC tox TNFa	sEH inhibitor
C=C(C)CSc1nc2c(cc1C#N)CCC2	-19	-17	·	-6	19	99*[fluorescence artefact?]	6	2	·
CCN(CC)S(=O)(=O)c1cc([N+](=O)[O-])ccc1NNC(=O)Nc1ccc(Cl)c(Cl)c1	-4	-16	-35	23	-5	1	5	-4	37
Cc1cc(Cl)c(S(=O)(=O)NCCC(=O)O)cc1OCC(N)=O	1	3	13	-6	-5	-6	8	-14	-13
NS(=O)(=O)c1cccc(NC(=O)CSc2ccccn2)c1	-9	28	3	-4	·	·	·	-9	-5
CN(C)CC(=O)c1ccc(-c2ccccc2)cc1	-15	17	-2	20	-4	22	-4	-28	2
Cc1cc(C)nc(NS(=O)(=O)c2ccc(-n3cccc3)cc2)n1	-7	7	4	-5	-2	17	1	-6	-3
O=C(Nc1cccnc1)c1ccc(COc2ccccc2Cl)o1	-6	10	-1	-7	5	-11	6	1	3
CCCN1CCN(c2nc3c([nH]2)c(=N)ncn3CC(O)CO)CC1 (stereo unspecified)	4	-3	-8	-17	-15	3[fluorescence artefact?]	-7	-14	7
O=C(CCC1CC(=O)Nc2ccccc21)NCc1ccc(F)cc1 (stereo unspecified)	-1	8	-4	0	-4	-4[fluorescence artefact?]	-3	-1	6
NS(=O)(=O)c1ccc(CCNC(=O)c2ccccc2F)cc1	13	-8	12	-8	-10	2	7	0	-13
CC(=O)OC(C(=O)NCc1ccc2c(c1)OCO2)c1ccccc1Cl (stereo unspecified)	11	-2	-4	-11	5	12	7	-1	4
COc1ccc(C2=NN3C(=O)c4c(ccc(OC)c4OC)C3C2)cc1 (stereo unspecified)	8	-9	6	0	·	·	·	3	-3
O=C(CN1C(=O)NC2(CCCC2)C1=O)Nc1ccc(F)c(F)c1F	10	-17	4	5	·	·	·	-13	-2
Nc1ncnc2nc(Sc3ccc(Cl)cc3)[nH]c12	0	6	-1	8	2	-12[fluorescence artefact?]	7	-10	6
COC(C(=O)Nc1ccc(F)cc1F)c1ccccc1 (stereo unspecified)	·	-22	-15	-2	-4	0	3	15	14
COc1ccccc1-c1nnn(CC#N)n1	-20	-1	15	-3	-10	10	-2	-2	-16
O=C(O)CCCNS(=O)(=O)c1cccs1	0	7	·	13	-13	-1[fluorescence artefact?]	2	-22	·
CN(C)c1ccc(N/C=C/C(=O)c2ccccc2)cc1	-12	-6	-5	0	6	1[fluorescence artefact?]	9	2	4
CCOc1cc(C(=O)NCC(C)CN(C)C)cc(OCC)c1OCC (stereo unspecified)	3	15	23	9	5	-25	2	-14	-20
CCOC(=O)C1CCCN(Cc2c(Cl)cccc2Cl)C1 (stereo unspecified)	12	·	9	-3	7	2	6	2	-10
COC(=O)c1sccc1NC(=S)N1CCCC(C)C1 (stereo unspecified)	·	-2	-3	14	-1	-11	1	-10	1
O=C(CN1CCN(Cc2ccc(Cl)cc2)C1=O)NCCCN1CCN(c2ccc(F)cc2)CC1	17	-21	3	4	6	-4	1	-18	-6
CCC(=O)Nc1nc2ccccc2n1CCN(C)C	15	-34	·	-22	-10	11	7	-6	·
C/C(=N\OC(=O)c1ccc(F)cc1)c1nccs1	4	5	1	4	·	·	·	-18	-1
C/C(=C1/SC(N2CC(C)OC(C)C2)=NC1=O)c1ccccc1 (stereo unspecified)	-19	2	-17	35	-3	-4	6	-6	18
CCN1C=C(Cc2ccc(F)cc2)C2=C(C1)C(c1ccc(F)cc1)C(C#N)=C(N)O2 (stereo unspecified)	0	2	-18	3	·	·	·	-14	17
CCOC(=O)c1sc(NC(=O)c2cc(-c3ccccc3C)nc3ccccc23)c(C#N)c1C	-4	12	-4	-7	·	·	·	-8	7
Cc1cccc(/C(N)=N/OC(=O)N2c3ccccc3Sc3ccccc32)c1	2	13	5	-32	·	·	·	-38	-5
CCOC(=O)C1CCCN(C(=O)c2sc3nc(C)nc(N(CC)CC)c3c2C)C1 (stereo unspecified)	-18	·	-7	7	-3	0	-2	-5	8
CNC(=O)CSc1nnc(CCc2ccccc2)n1-c1ccccc1	8	-8	-1	2	16	4[fluorescence artefact?]	5	-9	1
CC(=O)c1c(C(C)=O)c(C)n(-c2ccc(N)cc2)c1C	-9	0	5	16	-12	5[fluorescence artefact?]	0	11	-4
Nc1nc2n(n1)C(c1c(F)cccc1Cl)CC(c1ccc(F)cc1)N2 (stereo unspecified)	9	16	-1	10	4	7	14	-32	0
Cc1ccc(S(=O)(=O)N(C)c2ccc(C(=O)N3CCC(C(N)=O)CC3)cc2)cc1	14	-9	-5	0	14	-4	9	·	3
Cc1cc(C)c2c3c(sc2n1)C1(CCSCC1)C(C#N)=C(N)O3	-6	-45	-6	30	·	·	·	-4	6
Cc1ccc(NC(=O)N2CCC(NC(=O)C(C)(C)C)CC2)cc1	·	-3	1	2	1	-8	4	-1	-4
Clc1ccccc1OCc1nnc(-c2ccccc2Br)o1	-14	2	·	-8	-17	1[fluorescence artefact?]	0	-28	·
Cc1cc(=O)[nH]c(/N=C(\N)Nc2cccc3ccccc23)n1	-42	-13	8	11	·	·	·	13	-7
Cc1cc(C(=O)NC2=NCCS2)cs1	-1	18	-1	20	22	-5	8	-3	1
Cc1cccc(NS(=O)(=O)c2cc(OCC(N)=O)c(C)cc2Cl)c1	-6	-29	0	-22	2	-6	7	-29	1
Clc1cccc2sc(N3CCCCC3)nc12	-2	-18	-3	13	·	·	·	6	5
Cc1ccccc1OCC(=O)NC(=S)Nc1ccc(N2CCOCC2)c(Cl)c1	14	6	2	-30	·	·	·	-25	-2
COc1cccc(C2=NOC(C(=O)NC(C)(C)C)C2)c1 (stereo unspecified)	2	2	-3	-6	-10	2	2	-15	4
O=C(c1cccc(N2C(=O)C3C4C=CC(C4)C3C2=O)c1)N1CCCCCC1 (stereo unspecified)	4	-12	-6	8	-3	5	6	-9	7
O=C(NCc1ccco1)c1ccc(Cn2cc([N+](=O)[O-])cn2)o1	-7	-20	24	4	·	·	·	-9	-20
CCSc1nnc(NC(=O)C2CCCCC2C(=O)OCC(F)(F)C(F)F)s1 (stereo unspecified)	20	-16	-2	10	3	2	9	-29	1
O=C(NCC1CCC(C(=O)O)CC1)OCc1ccccc1 (stereo unspecified)	-13	-12	1	7	-3	-7	5	7	1
O=C(Nc1ncc(Cc2cccc(Cl)c2)s1)c1cccs1	-17	-19	-14	4	5	-4	9	0	17
CCN(CC(=O)Nc1c(C(=O)OC)[nH]c2ccc(Cl)cc12)c1ccc2c(c1)OCO2	46	-49	-4	1	10	11[fluorescence artefact?]	1	-9	3
CCOC(=O)N1CCN(C(=O)c2ccc3c(c2)N(Cc2ccc(C)cc2)CCS3)CC1	-9	-14	-5	9	13	-6	4	-23	4
CCOC(=O)N1CCC(c2[nH][nH]c(=O)c2C)CC1	·	2	6	13	11	-4	1	-6	-5
COC(=O)c1ccc(C(=O)OCCCc2nc3ccc(N)cc3[nH]2)cc1	7	-27	8	-16	10	-7	6	-36	-5
O=C(Cc1c(F)cccc1Cl)Nc1ccncc1	-10	-42	-1	0	3[fluorescence artefact?]	6	9	12	1
N#Cc1nc(COc2ccccc2F)oc1NCCc1ccccc1	-12	-10	·	-8	-1	-5[fluorescence artefact?]	1	-30	·
COc1ccc(-c2oc3ncn(Cc4ccco4)c(=N)c3c2-c2ccc(OC)cc2)cc1	11	-4	0	-2	·	·	·	-15	-1

Among those listed so far, these contain fluorine.
SMILES	cytoskel mod	IL1B cytotox	sEH act	VCAM1 TNFa inh	Smad3 FoxH1 inh	ERb SRC1 inh	Candida biofilm	HUVEC tox TNFa	sEH inhibitor
O=C(CCC1CC(=O)Nc2ccccc21)NCc1ccc(F)cc1 (stereo unspecified)	-1	8	-4	0	-4	-4[fluorescence artefact?]	-3	-1	6
NS(=O)(=O)c1ccc(CCNC(=O)c2ccccc2F)cc1	13	-8	12	-8	-10	2	7	0	-13
O=C(CN1C(=O)NC2(CCCC2)C1=O)Nc1ccc(F)c(F)c1F	10	-17	4	5	·	·	·	-13	-2
COC(C(=O)Nc1ccc(F)cc1F)c1ccccc1 (stereo unspecified)	·	-22	-15	-2	-4	0	3	15	14
O=C(CN1CCN(Cc2ccc(Cl)cc2)C1=O)NCCCN1CCN(c2ccc(F)cc2)CC1	17	-21	3	4	6	-4	1	-18	-6
C/C(=N\OC(=O)c1ccc(F)cc1)c1nccs1	4	5	1	4	·	·	·	-18	-1
CCN1C=C(Cc2ccc(F)cc2)C2=C(C1)C(c1ccc(F)cc1)C(C#N)=C(N)O2 (stereo unspecified)	0	2	-18	3	·	·	·	-14	17
Nc1nc2n(n1)C(c1c(F)cccc1Cl)CC(c1ccc(F)cc1)N2 (stereo unspecified)	9	16	-1	10	4	7	14	-32	0
CCSc1nnc(NC(=O)C2CCCCC2C(=O)OCC(F)(F)C(F)F)s1 (stereo unspecified)	20	-16	-2	10	3	2	9	-29	1
O=C(Cc1c(F)cccc1Cl)Nc1ccncc1	-10	-42	-1	0	3[fluorescence artefact?]	6	9	12	1
N#Cc1nc(COc2ccccc2F)oc1NCCc1ccccc1	-12	-10	·	-8	-1	-5[fluorescence artefact?]	1	-30	·
